Yeast tox = yeast growth toxicity, wild-type and mutant, primary screen, cytotoxicity control for eIF2B function restoration project, wild-type and eIF2Bepsilon R284H mutant, A595 | S. cerevisiae wild-type growth, A595 turbidity, 16 h | growth inhibition, % at 25 µM (by protocol) | actives 0.3% (n = 30,000);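 active means mutant and wild-type yeast strains alike exhibit over 30% growth inhibition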;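 further: 0% = untreated cell controls and 100% = YPD media blanks without cells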
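Schedule: 16 h growth with compound, 30 °C. System: yeast, wild-type or eIF2Bepsilon-R284H mutant. Doses: one dose, 25 µM compound[…]. Buffer or medium: YPD. Signal: turbidity measured as absorbance at 595 nm. Read-out basis: growth inhibition (%) versus cell controls and blanks.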
Yeast eIF2B = GCN4-lacZ reporter reduction in eIF2B-epsilon mutant yeast, primary screen, S. cerevisiae, eIF2B-epsilon R284H, Beta-Glo luminescence | inhibition, % at 25 µM (by protocol) | actives 0.91% (n = 27,000) | AID 688, 2007;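 active means mutant luminescence inhibited past about 50% while wild type luminescence and mutant growth stay under set limits, limit read from the data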; further: some compounds called inactive have numbers as strong as hits
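Assay system: yeast eIF2B-epsilon R284H mutant carrying GCN4–beta-galactosidase fusion / Buffer or medium: YPD / Incubation: 16 h growth with compound at 30 °C, 90 min Beta-Glo step / Detection: Beta-Glo luminescence after Z-buffer lysis, growth by 595 nm absorbance / Read-out: % inhibition of reporter signal and growth versus controls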
Yeast tox inhibition % = second read-out of Yeast tox, no call of its own (marks repeat the call); growth inhibition, %; S. cerevisiae eIF2Bepsilon-R284H mutant growth, A595 turbidity, 16 h;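 each compound tested once at 25 µM; 0% equals untreated cells and 100% equals cell-free medium blanks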
Yeast eIF2B mutant toxicity = recorded beside Yeast eIF2B, whose call it bears; growth inhibition, %; measured here: mutant yeast growth, toxicity;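 each compound tested once at 25 µM; zero equals untreated control growth and 100 equals blank medium absorbance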
An asterisk follows results filed as active; / = no result given. This is a subset; the hit share may differ from the screen's.

No. | SMILES | Yeast eIF2B | Yeast tox inhibition % | Yeast tox | Yeast eIF2B mutant toxicity
1 | O=C(c1ccc(CNS(=O)(=O)c2cccc(C(F)(F)F)c2)cc1)N1CCOCC1 | -15 | 7 | 15 | 7
2 | OC1C2CN3CCN(C2)CC1(Cc1ccccc1)C3 (centres undefined) | 24 | 16 | 14 | 16
3 | CCOC(=O)c1c(C)n(C)c2ccc(OCCN(C)C)cc12 | / | 8 | 8 | /
4 | CCn1c(SCC(=O)NC(C)(C)C)nc(O)cc1=O | 14 | 17 | 13 | 17
5 | CCCCC(CC)CNC(=O)CN(C)S(=O)(=O)c1cccc2nsnc12 (centres undefined) | -13 | -19 | 7 | -19
6 | C=CCOc1ccc(C2OC34CCCCC3C(C#N)(C#N)C2(C#N)C(=N)O4)cc1 (centres undefined) | -1 | 0 | 13 | /
7 | COc1ccc(N2CCN(C(CNC(=O)c3cccc(Cl)c3)c3cccnc3)CC2)cc1 (centres undefined) | -45 | / | / | /
8 | Cc1cc(Nc2ccccc2)n(-c2ccccc2)n1 | / | 11 | 24 | /
9 | CCN(CC)C(=O)Cn1c(=O)n(Cc2ccccc2Cl)c2c1c(=O)n(C)c(=O)n2C | 31 | 3 | -5 | 3
10 | CC1=C(C(=O)OC(C)C)C(c2ccccc2Cl)CC(=O)N1 (centres undefined) | 34 | 12 | -14 | 12
11 | Cc1cc(C)c(C(=O)COc2cccnc2[N+](=O)[O-])cc1C | / | 13 | -6 | /
12 | COC(=O)c1c(NC(=O)Cc2ccccc2)sc(C)c1C | 10 | 16 | 4 | 16

Ordered by length of the SMILES (rising): part of the list above
No. | SMILES | Yeast eIF2B | Yeast tox inhibition % | Yeast tox | Yeast eIF2B mutant toxicity
2 | OC1C2CN3CCN(C2)CC1(Cc1ccccc1)C3 (centres undefined) | 24 | 16 | 14 | 16
4 | CCn1c(SCC(=O)NC(C)(C)C)nc(O)cc1=O | 14 | 17 | 13 | 17
12 | COC(=O)c1c(NC(=O)Cc2ccccc2)sc(C)c1C | 10 | 16 | 4 | 16
3 | CCOC(=O)c1c(C)n(C)c2ccc(OCCN(C)C)cc12 | / | 8 | 8 | /
5 | CCCCC(CC)CNC(=O)CN(C)S(=O)(=O)c1cccc2nsnc12 (centres undefined) | -13 | -19 | 7 | -19
7 | COc1ccc(N2CCN(C(CNC(=O)c3cccc(Cl)c3)c3cccnc3)CC2)cc1 (centres undefined) | -45 | / | / | /

Profiles, looked up by structure. Order of screens: Yeast eIF2B | Yeast tox inhibition % | Yeast tox | Yeast eIF2B mutant toxicity
Cc1cc(Nc2ccccc2)n(-c2ccccc2)n1 across the screens: / | 11 | 24 | /
C=CCOc1ccc(C2OC34CCCCC3C(C#N)(C#N)C2(C#N)C(=N)O4)cc1 (centres undefined) across the screens: -1 | 0 | 13 | /

Screening results (PubChem BioAssay)
